# Screening results from PubChem.
# tim23-1 inh: growth inhibitors of tim23-1 mutant yeast. 1.3% of 330,000 active. AID 463212. S. cerevisiae tim23-1 growth, BacTiter-Glo luminescence, 24 h. inhibition, % at 20 µM;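 active = growth inhibition of the mutant yeast at or above 50%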;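 also: temperature-sensitive mutant grown at 25 °C; plate controls were DMSO-treated mutant yeast for no effect and medium wells lacking yeast for full effect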
# APJ antagonist: antagonists of human APJ apelin receptor; CHO-K1 APJ beta-arrestin complementation, luminescence; P35414; inhibition, % at 20 µM; 0.32% of 330,000 active;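 active = inhibition above about 40% at 20 µM, limit read from the data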;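 also: cells challenged with 10 nM apelin-13 agonist together with compound; plate controls were apelin-13 plus DMSO wells for no effect and DMSO wells lacking apelin-13 for full effect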
# Jurkat NFkB inh: inhibitors of the PMA/ionomycin-induced NF-kB reporter in Jurkat cells | PMA/ionomycin-induced NF-kB luciferase reporter, luminescence | inhibition, % at 4 µM | 0.53% of 330,000 active | AID 435003; in the data active = inhibition above about 50%
# APJ agonist: APJ receptor agonism; CHO-K1 APJ PathHunter beta-arrestin, luminescence; 0% DMSO wells, 100% apelin; activation, % at 20 µM; 0.11% of 330,000 active; AID 2520;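 active = activation more than six SD over the plate average, tested at 20 µM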;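 also: 0% = DMSO alone and 100% = apelin-13 at 10 nM; some results filed as inactive read as strong as hits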
#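 Test system: CHO-K1 APJ beta-arrestin complementation cell line. Amount: cell density 1000 per well. Controls: DMSO negative, 10 nM Apelin-13 positive. Signal: luminescent beta-gal fragment complementation, chemiluminescent substrate. Read-out basis: agonist-driven arrestin binding to APJ. Timing: compound stimulation 90 min at 25 °C, detection 60 min.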
# Mdm2 MdmX PPI: disrupts the human Mdm2-MdmX interaction | inhibition, % at 8 µM | 3% of 330,000 active | AID 485346 | SaOS-2 split-luciferase Mdm2/MdmX complementation, luminescence | O15151+Q00987;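 active = inhibition of at least 50% at 8 µM in the primary screen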
# Target sequence (O15151 whole entry, looked up): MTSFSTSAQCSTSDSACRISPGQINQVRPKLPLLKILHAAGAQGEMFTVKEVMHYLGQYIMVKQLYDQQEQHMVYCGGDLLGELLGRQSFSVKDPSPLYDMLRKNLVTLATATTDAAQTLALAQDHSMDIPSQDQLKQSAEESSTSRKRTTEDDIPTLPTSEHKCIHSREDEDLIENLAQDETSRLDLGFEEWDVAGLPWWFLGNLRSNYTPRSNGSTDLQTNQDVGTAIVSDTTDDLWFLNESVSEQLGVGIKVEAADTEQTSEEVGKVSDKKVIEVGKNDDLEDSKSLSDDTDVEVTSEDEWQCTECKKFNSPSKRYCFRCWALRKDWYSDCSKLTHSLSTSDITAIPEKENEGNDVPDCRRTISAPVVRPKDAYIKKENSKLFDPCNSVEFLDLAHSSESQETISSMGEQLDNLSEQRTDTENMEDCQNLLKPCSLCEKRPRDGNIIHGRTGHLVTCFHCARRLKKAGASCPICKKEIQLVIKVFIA
# Target sequence (Q00987 whole entry, looked up): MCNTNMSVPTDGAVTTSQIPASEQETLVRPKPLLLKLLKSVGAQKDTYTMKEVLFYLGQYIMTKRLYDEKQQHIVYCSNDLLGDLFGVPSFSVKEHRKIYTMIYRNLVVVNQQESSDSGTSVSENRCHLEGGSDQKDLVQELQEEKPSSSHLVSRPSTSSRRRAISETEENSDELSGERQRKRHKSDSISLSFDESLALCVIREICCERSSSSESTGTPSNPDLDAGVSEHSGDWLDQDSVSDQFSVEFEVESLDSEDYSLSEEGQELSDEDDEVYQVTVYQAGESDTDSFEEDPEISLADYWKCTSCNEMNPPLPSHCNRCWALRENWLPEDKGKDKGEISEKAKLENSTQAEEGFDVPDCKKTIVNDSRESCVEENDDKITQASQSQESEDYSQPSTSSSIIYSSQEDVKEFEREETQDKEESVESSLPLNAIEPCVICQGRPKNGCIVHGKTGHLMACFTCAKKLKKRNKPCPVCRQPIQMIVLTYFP
# 697 NFkB inh: lowers PMA/ionomycin-induced NF-kB signal in 697 B cells; 697 B-cell NF-kB luciferase reporter, 16 h; inhibition, % at 4 µM; 0.33% of 330,000 active; in the data active = inhibition above about 35%
# XBP1 UPR activ: activators of adaptive arm of unfolded protein response (XBP1); activation, % at 20 µM; 0.33% of 330,000 active; CHO-XBP1 luciferase reporter, IRE1-XBP1 UPR activation, luminescence; percent of tunicamycin response, DMSO as zero;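 active = versus positive control, 20 µM dose yields 30% or more activation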;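 also: 100% = tunicamycin at 10 µg/mL and 0% = DMSO only wells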
#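 Material – CHO cell line with stable XBP1 luciferase reporter · Buffer or medium – F12 plus 10% FBS · Compound – single point, 20 µM final compound, 1% DMSO · Schedule – 16-18 h cell attachment at 37 °C, then 6 h compound exposure · Signal – Steady-Glo luminescence read · Benchmarks – high control tunicamycin 10 µg/mL final, low control DMSO vehicle only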
# CHOP UPR activ: activators of apoptotic arm of unfolded protein response (CHOP); CHO-CHOP luciferase reporter, UPR activation, luminescence; percent of tunicamycin response over DMSO baseline; activation, % at 10 µM; 0.34% of 330,000 active; AID 449763;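 active = at 10 µM dose, activation of 40% or more, normalized to positive control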;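 also: 100% = tunicamycin at 10 µg/mL and 0% = DMSO alone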
#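 Assay system: CHO-CHOP cells, stable luciferase reporter of PERK-eIF2a-CHOP signalling / Buffer or medium: F12 plus 10% serum / Compound dosing: one dose, 10 µM in 0.5% DMSO / Times: 6 h compound treatment, 37 °C / Technique: luciferase luminescence / Read-out: % reporter activation, DMSO baseline versus tunicamycin full activation / Benchmarks: tunicamycin and DMSO controls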
# Active calls of the source: *; . = no result given. This is a random part of the collection, and some 5% of all compounds hit somewhere here.
SMILES,tim23-1 inh,APJ antagonist,Jurkat NFkB inh,APJ agonist,Mdm2 MdmX PPI,697 NFkB inh,XBP1 UPR activ,CHOP UPR activ
Cc1nc(CS(=O)(=O)c2ccccc2)cc(Sc2ccc(Cl)cc2Cl)n1,33,10,-14,-1,21,-21,-1,3.0
COc1cc(C(=O)OC2CCOC2=O)c([N+](=O)[O-])cc1OC (centres undefined),-5,-4,-4,-1,24,5,1,1.0
CCC1(c2ccc(F)cc2)NC(=O)N(CC(=O)Nc2ccccc2Cl)C1=O (centres undefined),6,-9,20,3,-33,5,-2,1.8
COc1cccc(NC(=O)COC(=O)/C=C/c2ccc(Cl)cc2Cl)c1,20,-8,-9,1,-3,16,-3,2.1
O=C(NCCCN1CCN(c2ccccc2)CC1)Nc1ccccc1C(F)(F)F,-13,-13,-9,-5,-11,-5,-2,-1.5
Cn1sc(NC(=O)c2cccc(Cl)c2)nc1=O,4,1,-9,-3,21,-16,0,4.5
CCOC(=O)N1CCN(C(=O)C2CCCN(S(=O)(=O)c3cccnc3)C2)CC1 (centres undefined),-1,15,9,-1,13,2,0,0.3
CCC(C)[C@H](NC(=O)C1CC(=O)N(c2ccc3c(c2)OCCO3)C1)C(=O)N1CCCCC1 (some centres undefined),5,2,3,2,25,-8,-4,-1.3
CCn1c(SCc2ccc(F)cc2)nc2ccccc2c1=O,4,-5,-28,-3,20,-6,-1,-2.3
O=C(Nc1ccc(Br)cc1)c1ccc(Br)c(S(=O)(=O)Nc2cccnc2)c1,-7,-8,-14,-3,5,-15,-1,2.0
O=C(NCC1CCCO1)C1CC(c2ccccc2Cl)=NO1 (centres undefined),15,-2,-8,-4,16,7,-3,-0.9
Cc1nnc(SCC(=O)NC2CCC(C)CC2)s1 (centres undefined),12,-9,13,-2,40,10,-1,3.1
CCOC(=O)/C=c1\s/c(=C\c2ccc3cc(OC)ccc3c2)c(=O)n1CC(=O)NCc1ccc2c(c1)OCO2,-20,-23,14,-2,79*,10,-5,-0.8
COCCCn1c(SCC(=O)NNC(=O)c2cccc(O)c2)nnc1-c1ccncc1,-3,14,-1,-3,6,14,0,-1.1
COc1cc([N+](=O)[O-])c(OC)cc1SCc1n[nH]c(=S)n1-c1ccc(F)cc1,18,0,2,0,-9,7,-3,0.4
CCCCNC(=O)C(C)N(CCN(C)C)C(=O)CCCN1C(=O)NC(c2ccc(Cl)cc2)C(C(=O)OCc2ccccc2)=C1C (centres undefined),24,.,.,.,85*,11,-2,5.1
CCn1cc(Br)c(C(=O)NC(=S)Nc2ccc(C(=O)OC)cc2)n1,-3,-5,9,6,-7,-12,0,2.4
CC1=NN(C(=O)c2ccccc2F)C(O)(c2ccc(Cl)cc2)C1 (centres undefined),17,12,5,-4,15,10,-2,1.4
COc1ccc(CCNC(=O)CCCNC(=O)Cn2cnc3sc(C)c(C)c3c2=O)cc1OC,15,-1,-12,0,-6,-9,-3,0.7
CCOC(=O)N1CCC(NC(=O)CCc2c(C)nc3ncnn3c2C)CC1,-1,-1,-4,-2,-16,-12,-2,-0.6
CCOc1cc2[nH]c(=S)n(CC3CCCO3)c(=O)c2cc1OCC (centres undefined),11,11,0,0,7,24,0,0.0
Cc1cccc2cc(C3CC(c4ccco4)=NN3S(C)(=O)=O)c(Cl)nc12 (centres undefined),39,8,1,-1,-24,-7,2,2.0
Cc1ccc(-c2csc3n[nH]c(=S)n23)cc1,29,-12,4,0,13,8,-2,-0.2
O=C(CCCCCn1c(=S)[nH]c2cc3c(cc2c1=O)OCO3)N1CCN(c2ccccc2)CC1,4,7,-2,-3,47,1,18,-0.7
CCS(=O)(=O)n1nc(-c2ccccc2)nc1SC,-10,3,-10,0,-12,0,-1,0.1
C/C(=C\c1cccc(Cl)c1)C(=O)c1c(C)cc(C)[nH]c1=O,25,7,10,-4,29,0,-5,0.0
CC1=Nn2c(nnc2-c2cccs2)SC1,10,-3,2,0,27,-6,-3,-0.1
COc1ccc(S(=O)(=O)N2CCCCC2)cc1NC(=O)c1ccc2c(c1)OCO2,-3,6,-13,-3,-2,3,0,2.4
O=C(NNC(=O)C1CCN(S(=O)(=O)c2ccc(Cl)cc2)CC1)c1ccncc1,24,1,2,-2,-7,-8,-1,0.4
Cc1c(NC(=S)N/N=C/c2ccc(O)cc2)c(=O)n(-c2ccccc2)n1C,1,14,-18,1,-36,-1,-3,-0.4

# Look-ups from the entries so far.
# XBP1 UPR activ result of COc1ccc(S(=O)(=O)N2CCCCC2)cc1NC(=O)c1ccc2c(c1)OCO2 is entered as 0
# tim23-1 inh result of O=C(CCCCCn1c(=S)[nH]c2cc3c(cc2c1=O)OCO3)N1CCN(c2ccccc2)CC1 is entered as 4

# Six compounds drawn at random from the list so far, as already listed:
SMILES,tim23-1 inh,APJ antagonist,Jurkat NFkB inh,APJ agonist,Mdm2 MdmX PPI,697 NFkB inh,XBP1 UPR activ,CHOP UPR activ
C/C(=C\c1cccc(Cl)c1)C(=O)c1c(C)cc(C)[nH]c1=O,25,7,10,-4,29,0,-5,0.0
CCOc1cc2[nH]c(=S)n(CC3CCCO3)c(=O)c2cc1OCC (centres undefined),11,11,0,0,7,24,0,0.0
CC1=Nn2c(nnc2-c2cccs2)SC1,10,-3,2,0,27,-6,-3,-0.1
COc1ccc(CCNC(=O)CCCNC(=O)Cn2cnc3sc(C)c(C)c3c2=O)cc1OC,15,-1,-12,0,-6,-9,-3,0.7
CCS(=O)(=O)n1nc(-c2ccccc2)nc1SC,-10,3,-10,0,-12,0,-1,0.1
O=C(CCCCCn1c(=S)[nH]c2cc3c(cc2c1=O)OCO3)N1CCN(c2ccccc2)CC1,4,7,-2,-3,47,1,18,-0.7

# The results go on:
SMILES,tim23-1 inh,APJ antagonist,Jurkat NFkB inh,APJ agonist,Mdm2 MdmX PPI,697 NFkB inh,XBP1 UPR activ,CHOP UPR activ
CCOCCCNC(=O)C1CCN(S(=O)(=O)c2c(C)noc2/C=C\c2ccc(OC)cc2)CC1,0,14,3,-2,13,10,3,1.4
C(=N\Nc1ccc2ccccc2n1)/c1ccc2c(c1)OCCO2,12,15,-72,-7,69*,-99,-10,-8.5
CC1(C)Cc2c(sc(NC(=O)c3ccco3)c2C#N)CO1,22,13,-56,-1,-22,-89,3,2.9
COC(=O)CNc1nc(-c2cccnc2)nc2ccccc12,-5,-3,-5,-4,-15,10,0,2.0
COc1ccc(OC)c(-c2cc(C(=O)NCCN3CCOCC3)no2)c1,-5,10,0,-5,1,1,4,3.0
COc1ccc2cc3cc(C(=O)NC4CC4)sc3nc2c1,3,4,-102,-2,-120,-218,-6,-2.8
CCC(C(=O)OCC(=O)N(CC)c1c(N)n(Cc2ccccc2)c(=O)[nH]c1=O)c1ccccc1 (centres undefined),-12,-10,6,-3,21,0,-3,-0.8
Cn1c(CNS(=O)(=O)c2cccc(Cl)c2)cc(=O)n(C)c1=O,-7,21,-10,3,6,-8,0,1.3
CC(=O)N=C1SC2CS(=O)(=O)CC2N1c1c(Cl)cccc1Cl (centres undefined),-1,10,8,-3,1,13,-2,-2.3
Cc1c(C(=O)NCCSCc2ccccc2Cl)cccc1[N+](=O)[O-],33,16,-16,-4,23,15,1,-0.1
NS(=O)(=O)c1ccc(CNS(=O)(=O)c2cc(Cl)ccc2Cl)cc1,-4,-6,6,-2,0,-4,-2,-1.3
CCn1cc(C(=O)O)c(=O)c2cc(F)c(N3CCNCC3)cc21,-12,8,-4,-2,22,11,-5,-2.2
CC(C)NC(=O)CSCc1ccccc1Cl,17,8,-15,-6,-29,-7,-1,-0.7
O=C(Nc1ccc(Cc2ccncc2)cc1)C1CCC(N2C(=O)C3C4C=CC(C5CC45)C3C2=O)CC1 (centres undefined),14,6,-3,-2,38,-51,4,1.0
COc1ccc2c(CC(=O)OCC(=O)c3ccc(F)cc3)coc2c1,-7,2,-12,-7,-5,-18,-2,0.4
O=S(=O)(c1ccc(Br)cc1)N1CCCc2ccccc21,13,10,-2,-1,7,-24,-3,-0.7
Cc1[nH]nc(N2CCCCCC2)c1[N+](=O)[O-],11,-12,-20,-10,-6,1,-1,0.8
Cc1c(C(=O)O)sc2nc3n(c(=O)c12)CCCCC3,0,10,-1,-2,-15,29,0,-1.7
CC(=O)Nc1ccc(N2CCN(Cc3ccccc3)CC2)cc1,1,1,8,0,5,-2,-1,-1.8
O=C(O)c1ccc2cc(-c3ccccc3)[nH]c2c1,6,-8,-32,0,-87,-208,-8,-6.0
O=[N+]([O-])/C=C1\CCCCCN1,-7,-30,-12,-1,25,-3,-1,-1.3
CS(=O)(=O)c1ccccc1COC(=O)Nc1ccc(Cl)cc1,29,9,-6,-1,11,-12,5,3.7
O=C(NCCCNC1CCCCC1)c1ccc(/C=N/O)nc1,-5,13,10,-2,18,2,-3,-1.2
CCN1C(=O)C(CC(=O)NCc2ccc(Cl)cc2)N(CC)C1=O (centres undefined),37,-14,8,-3,-22,8,-3,0.7
CCCCc1nnc(SCc2ccc(OCC)cc2)n1N,18,-3,3,1,20,-7,0,-1.2
COc1ccc(NC(=O)NCc2cccn2C)c(OC)c1,15,0,-12,-2,3,14,1,-5.2
O=C(CNC(=O)c1n[nH]c2ccccc12)Nc1cc(Cl)ccc1Cl,-12,7,1,2,23,8,-1,-0.3
O=C1OCc2cccc3cccc1c23,-1,5,15,-5,-2,12,-1,-0.1
O=C(N/N=C/c1ccc2c(c1)OCO2)c1ccc2c(c1)OCO2,1,2,-3,-6,-17,-39,-3,0.3
CN(C(=O)COC(=O)c1cc(S(=O)(=O)N2CCCCC2)ccc1Cl)c1ccccc1,30,-12,-1,0,15,27,-1,6.1
O=C(NCCS(=O)(=O)N1CCN(c2cccc(Cl)c2)CC1)c1ccco1,5,7,-8,-4,-10,35*,-2,-0.5
O=C(COC(=O)c1cc(S(=O)(=O)N2CCOCC2)ccc1F)NC1CC1,-12,-1,-5,1,6,-9,0,0.6
Cc1ccc(Oc2cc(NC(=O)CCCn3nc([N+](=O)[O-])cc3C)cc([N+](=O)[O-])c2)cc1,28,13,11,-5,10,23,0,1.5
CC(C)C[C@H](NC(=O)c1nc[nH]c1C(=O)N1CCNCC1)C(=O)OCc1ccccc1,-6,1,4,2,12,18,-4,0.0
Cc1cc2occ(CC(=O)N(CC(C)C)c3c(N)n(Cc4ccccc4)c(=O)[nH]c3=O)c2cc1C,10,-46,8,-4,20,12,-2,1.8
Cc1cc(C)cc(NC(=O)CN2CCN(C(=O)C3CCCO3)CC2)c1 (centres undefined),-7,0,0,0,0,-3,-2,-0.2
CCC(C)NC(=O)C1=C(C)C(=O)OC12CCC(C)CC2 (centres undefined),22,-10,-24,6,-11,-42,4,1.3
COc1ccc(C(C(=O)NC2CCCCC2)N(Cc2ccco2)C(=O)CNC(=O)c2ccco2)cc1 (centres undefined),15,-15,-7,4,-3,-61,-2,-1.6
COc1ccc(S(=O)(=O)N2Cc3ccccc3CC2C(=O)N2CCOCC2)cc1 (centres undefined),14,11,-2,0,-16,-1,-3,1.5
CC(C)C(=O)OC1CCS(=O)(=O)c2sccc21 (centres undefined),0,-5,-2,-1,7,9,-3,0.9
COC(=O)c1ccc(NS(=O)(=O)c2ccccc2)o1,8,0,10,-3,-15,-1,-2,6.6
CCOc1ccccc1CN1CCN(Cc2ccc3cccc(OC)c3n2)CC1CCO (centres undefined),-2,5,9,-1,8,7,-2,-2.1
Cc1ccc(-n2c(=O)[nH]c3cc(C(=O)NC4CCN(Cc5ccccc5)CC4)ccc3c2=O)cc1,-7,6,18,-4,87*,0,-1,0.8
